HePTP inhibitor = human HePTP phosphatase inhibition | recombinant HePTP phosphatase activity, OD absorbance | 110,000 compounds, 0.64% hits | inhibition, % at 20 µM; in the data active means inhibition above about 50%;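 further: plate controls were vehicle for no effect and reference inhibitor for full effect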
Target sequence (P35236 whole entry, looked up): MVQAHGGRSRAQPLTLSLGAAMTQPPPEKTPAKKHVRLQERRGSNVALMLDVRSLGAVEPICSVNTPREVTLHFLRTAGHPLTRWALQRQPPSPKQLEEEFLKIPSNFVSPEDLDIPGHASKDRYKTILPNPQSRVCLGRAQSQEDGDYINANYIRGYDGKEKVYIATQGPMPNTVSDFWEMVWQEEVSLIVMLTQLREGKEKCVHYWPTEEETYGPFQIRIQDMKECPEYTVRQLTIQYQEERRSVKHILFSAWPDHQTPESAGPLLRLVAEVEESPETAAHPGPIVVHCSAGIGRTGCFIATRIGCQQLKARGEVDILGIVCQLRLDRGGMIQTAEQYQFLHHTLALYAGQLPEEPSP
BAP1 inh = human BAP1 deubiquitinase inhibition. 72,000 compounds, 0.48% hits. activity remaining (% of control), % at 20 µM. recombinant BAP1, Ub-AMC hydrolysis fluorescence kinetic; active compounds read low;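 active means activity remaining at or below 50% of control, provided the compound also passes the data quality filters; inactive means the rest, including low values that fail the filters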;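 further: 100% = DMSO wells rate and 0% = substrate alone blank rate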
Active calls of the source: *; . = not tested or not shown; & = joins results of further samples.

Molecule	HePTP inhibitor	BAP1 inh
COC(=O)c1ccc(CSc2ncnc3ccccc23)o1	-2	99
CCCCNC(=O)CN1CCC2(O)CCCCC2C1c1ccccc1OC (configuration not stated)	6	96
Cc1ccc(N2C(=O)NC(=O)/C(=C\c3ccc(O)c(Cl)c3)C2=O)cc1	2	.
COC(=O)c1sc2ccccc2c1N	4&8	.
CCCc1cc(=O)[nH]c(SCC(=O)N2CCN(S(=O)(=O)c3ccc(C)cc3)C2)n1	-1	94
NC(=O)c1cc(N)ccc1N1CCCC1	0	94
COc1ccc(CCNC(=O)C2CCCN(Cc3nc(-c4cccc(Cl)c4)oc3C)C2)cc1OC (configuration not stated)	8	140
Cc1cc(NC2C3CC4CC(C3)CC2C4)n2ncnc2n1 (configuration not stated)	10	106
CCOC(=O)COn1c(=O)c(-c2ccc(OC)c(OC)c2)[n+]([O-])c2ccccc21	4	84
O=C(NC(NC(=S)Nc1c(Cl)cccc1Cl)C(Cl)(Cl)Cl)c1ccccc1 (configuration not stated)	7	.
O=C(O)C(c1ccccc1)N1C(=O)c2cccc3cccc(c23)C1=O (configuration not stated)	9	.
CCN1C(=O)c2cccc3c(S(=O)(=O)NC(Cc4c[nH]c5ccccc45)C(=O)O)ccc1c23 (configuration not stated)	9	86
CCN(C(=O)c1cc2cc3ccc(C)cc3nc2o1)c1ccc(OC)cc1	-3	54
Cc1ccc(C(=O)Nc2nc3ccccc3n2Cc2ccc(Cl)cc2)cc1	4	.
CC(=O)c1ccc(NC(=O)c2cc3c(ccc4ccccc43)oc2=O)cc1	18	.
CC1(C)C(=O)N(CCN2CCC(C(=O)c3ccc(F)cc3)CC2)c2ccccc21	.	92
Clc1cc2c(c(Cn3cnc4ccccc43)c1)OCOC2	3	93
CCOC(=O)COc1cccc2nsnc12	-2	.
Cc1oc(-c2ccc(Cl)cc2)nc1CN1CCCC(C(=O)N2CCc3ccccc32)C1 (configuration not stated)	7	134
Nc1nc2ccccc2n1C(=O)c1c(Cl)cccc1Cl	1	.
O=C(CSc1nnc(-c2cccnc2)n1Cc1ccco1)Nc1nc(-c2ccc(F)cc2)cs1	10	67
CCCc1nc2ccccc2c(=O)n1/N=C/c1c(C)[nH]n(-c2ccc(C)cc2)c1=O	14	86
Cc1ccc(OCC(=O)Nc2ccc(C)cc2Br)cc1	.	162
CCCOc1ccc(/C=C2\C(=O)N(c3cccc(C(=O)O)c3)N=C2C)cc1OC	6	.
NC(=O)C1CCN(C(=O)c2cccc(C#Cc3ccccc3)c2)CC1	-14	.
COc1cccc(C2C3=C(CC(C)(C)CC3=O)Nc3ccc4ccccc4c32)c1OC (configuration not stated)	.	56
Cc1cccc(C(=O)OCc2cc3ccccc3[nH]c2=O)c1	3	80
Clc1ccc(-n2ncc3c(NCCCn4ccnc4)ncnc32)cc1	5	101
CC(=O)NC(c1ccccc1)c1nc2ccccc2[nH]1 (configuration not stated)	.	132
COc1c[nH]n(C2CCCCC2)c(=O)c1=O	11	98
COc1cc(F)ccc1S(=O)(=O)n1cnc2cc(C)c(C)cc21	4	.
CN(C)C(=O)NC(NC(=O)N(C)C)C(=O)c1ccccc1	-1	.
CN(C)c1ccc(/C=N\OC(=O)Nc2ccccc2Cl)cc1	4	.
CN(CCO)C(=O)c1c(NC(=O)c2ccccc2)sc2c1CCCC2	5	.
COC(=O)c1sc(NC(=O)c2ccccc2OC)c(C(=O)OC)c1C	-11	.
Cc1ccc(C(CC(=O)O)Nc2nc(N3CCCCC3)nc(N3CCCCC3)n2)cc1 (configuration not stated)	2	121
CCSc1ncc(Cl)c(C(=O)N(Cc2ccc(N(C)C)cc2)C2CCS(=O)(=O)C2)n1 (configuration not stated)	-13	160
O=C(c1cc(-c2cccc(O)c2)on1)N1CCOCC1	6	90
O=C(Nc1ccccc1)Nc1nnc(CSCc2ccc(F)cc2)s1	-1	.
CCOc1ccc2oc(C)c(C(=O)OCCOC)c2c1	0	.
O=C(CCC1CCCC1)Nc1ccc([N+](=O)[O-])cc1	2	.
Cc1cc(-c2nn3c(C)nnc3s2)ccc1NC(=O)C(C)(C)C	4	93
CC(=O)c1ccc2ccccc2c1OC(=O)c1cccnc1	.	86
O=C1/C(=C/c2ccc(-c3ccccc3[N+](=O)[O-])o2)SC(=S)N1c1cccc(Cl)c1	-9	.
Cc1noc(C)c1S(=O)(=O)Nc1c(C)n(C)n(-c2ccccc2)c1=O	5	103
OC(COc1cccc2ccccc12)CN1CCN(c2ccccn2)CC1 (configuration not stated)	1	.
COc1ccc(C(=O)N(CN2CCCC2=O)c2nccs2)cc1OC	4	68
C=CCn1c(=O)c2ccccc2n2c(SCc3cc(=O)n4ccsc4n3)nnc12	6	102
CC(c1ccccc1)N1CNc2c(c(=O)n(C)c(=O)n2C)C1 (configuration not stated)	11	92
COc1ccc(-c2noc(-c3ccc(Br)o3)n2)cc1OC	6	86
COC(=O)C1=C(C)NC2=C(C(=O)c3ccccc32)C1c1ccc(Br)o1 (configuration not stated)	11	.
O=C1c2ccccc2C(=O)N1CCc1nn[nH]n1	1	53
Brc1cnc(N2CCOCC2)nc1N1CCCCC1	-5	136
CC(=O)N1c2c(cc(Br)cc2S(=O)(=O)NCc2cccnc2)CC1C (configuration not stated)	4	.
C=CCOc1ccccc1/C=N/NS(=O)(=O)c1ccc(Cl)cc1	1	.
CCC(c1nnnn1CCc1ccccc1)N(Cc1ccco1)Cc1cc2cc(C)cc(C)c2[nH]c1=O (configuration not stated)	-4	.
O=C1/C(=C/c2ccc(I)cc2)SC(=S)N1c1ccc([N+](=O)[O-])cc1	9	.
CC1(C)CCC(NC(=O)[C@@H](N)CCC(=O)O)CC1	.	92
CCn1c(=O)cc(OCC(=O)Nc2cccnc2)c2ccccc21	2	106
CC(C)c1ccc(C2CC(=O)N3CN(Cc4ccco4)CSC3=C2C#N)cc1 (configuration not stated)	-1	83

Three structures out of the list, sorted by length of the SMILES, high to low:
Molecule	HePTP inhibitor	BAP1 inh
Cc1ccc(C(CC(=O)O)Nc2nc(N3CCCCC3)nc(N3CCCCC3)n2)cc1 (configuration not stated)	2	121
CN(C)C(=O)NC(NC(=O)N(C)C)C(=O)c1ccccc1	-1	.
CC(=O)c1ccc2ccccc2c1OC(=O)c1cccnc1	.	86

Back to the main list, starting six compounds before the break.
Molecule	HePTP inhibitor	BAP1 inh
C=CCOc1ccccc1/C=N/NS(=O)(=O)c1ccc(Cl)cc1	1	.
CCC(c1nnnn1CCc1ccccc1)N(Cc1ccco1)Cc1cc2cc(C)cc(C)c2[nH]c1=O (configuration not stated)	-4	.
O=C1/C(=C/c2ccc(I)cc2)SC(=S)N1c1ccc([N+](=O)[O-])cc1	9	.
CC1(C)CCC(NC(=O)[C@@H](N)CCC(=O)O)CC1	.	92
CCn1c(=O)cc(OCC(=O)Nc2cccnc2)c2ccccc21	2	106
CC(C)c1ccc(C2CC(=O)N3CN(Cc4ccco4)CSC3=C2C#N)cc1 (configuration not stated)	-1	83
COc1ccc(-c2nnc(SCC(=O)N3CCCC(C)C3)o2)c(OC)c1 (configuration not stated)	13	101
O=C(NCCCn1ccnc1)C(=O)Nc1ccc(Br)cc1	-8	.
O=C(O)c1cccnc1SC1CC(=O)N(c2cccc(C(F)(F)F)c2)C1=O (configuration not stated)	-15&-18	88
CC(C)c1ccc(CNc2cc(N3CCCC3)ccc2[N+](=O)[O-])cc1	6	58
CCOc1ccc(-n2c(SCC(=O)Nc3cc(C)on3)nc3c([nH]c4ccccc43)c2=O)cc1	2	61
COc1ccc(N2CC(C)Cn3c2nc2c3c(=O)[nH]c(=O)n2C)cc1 (configuration not stated)	11	73
COc1ccccc1N1CCN(c2nc3ccccc3n3nnnc23)CC1	-13	53
O=C(COc1ccc(C(=S)N2CCOCC2)cc1)N1CCCC1	-3	.
CC(C)C1Cc2c(sc3c2c(=O)n(Cc2ccccc2)c2nncn32)CO1 (configuration not stated)	-2	123
Cn1c(Cn2c(=O)sc3ccccc32)nnc1SCC(=O)Nc1ccccc1	-6	91
Cc1ccc2nc(NC(=O)CN3CCOCC3)sc2c1	9	.
COc1ccc(NC(=O)C(=O)NC2CC2)cc1	-4	.
CC(O)C(O)[C@H]1CNc2nc(N)[nH]c(=O)c2N1 (some centres not stated)	.	90
Cc1cc(C)c(NC(=O)c2cc3c(nc4sccn43)s2)c(C)c1	10	83
Cc1c(NC(=O)N2CCCCCC2)c(=O)n(-c2ccccc2)n1C	-6	99
Cc1ccc(SCc2cc(=O)[nH]c(N3CCN(Cc4ccc5c(c4)OCO5)CC3)n2)cc1	12	110
CCOc1ccc(NS(=O)(=O)c2ccc(SC)cc2)cc1	1	143
CC(=O)NC(Cc1c[nH]c2ccccc12)C(=O)OCC(=O)Nc1ccc2c(c1)OCO2 (configuration not stated)	-11	149
CCn1c(SCC(=O)c2ccccc2)nnc1-c1cc2cc(Br)ccc2o1	6	97
COc1ccc(Nc2nc(C)cc(C)c2C#N)cc1	8	171&151
NC(=O)c1ccccc1N=Cc1cccc([N+](=O)[O-])c1	3	.
COc1ccccc1C(=O)N1CCN(Cc2ccccc2Cl)CC1	-8	.
Cc1cc(C)cc(CSCC(=O)O)c1	-16	.
COc1cc(Cl)cc(/C=C2/C(=O)NC(=O)N(c3cccc(C)c3)C2=O)c1O	3	.
CCCC(=O)OCCNC(=O)c1cc2ccccc2oc1=O	3	92
Cc1cc(Cl)ccc1NC(=O)c1ccc(N(Cc2ccccc2)S(C)(=O)=O)cc1	8	.
Cc1ccccc1-n1c(O)c(C=NCc2ccccc2F)c(=O)[nH]c1=O	-2	.
CCOc1ccc(N2C(=O)/C(=C/c3ccccc3C(=O)O)SC2=S)cc1	2	.
Cn1c(C(=O)N2CCCC(C(=O)NCCc3ccccc3)C2)cc2sccc21 (configuration not stated)	-1	.
COc1ccc(C2/C(=C(\O)c3ccccc3)C(=O)C(=O)N2CCCCCC(=O)O)c(OC)c1 (configuration not stated)	1	.
O=C(NCc1ccc(Cl)cc1)c1cccc(I)c1	4	.
CC12CN3CC(C)(CN(C1)C3c1ccc3ccccc3c1O)C2=O (configuration not stated)	5	92
CCOc1ccc(NC(=O)CCN2C(=O)S/C(=C\c3ccc(OC)c(OC)c3)C2=O)cc1	6	.
Cc1ccc(-c2nnn(CC(=O)N(Cc3ccccc3)C(C(=O)NC3CCCC3)c3ccncc3)n2)o1 (configuration not stated)	10	119
Cc1cc2nc(-c3cccc(NC(=O)COc4ccccc4[N+](=O)[O-])c3)oc2cc1C	2	.
Cc1ccc(/C=C2/NC(=S)NC2=O)s1	5	.
CCNc1nc(Oc2ccc(=O)n(-c3ccccc3)n2)nc(N2CCOCC2)n1	11	96
CN1CCc2nc(SCC(=O)Nc3ccc(Cl)cc3)c(C#N)cc2C1	3	130
Cc1ccc(Cn2ccc(NC(=O)c3cc(-c4ccc(F)cc4)on3)n2)cc1	7	79
COc1ccc(OC)c(C2=C[N+](=O)C(C)(C)C(C)(C)N2[O-])c1	0	75
CCc1ccc(O)c(N=Cc2ccccc2O)c1	5&-11	90
Cc1cccc(N(C2C=CS(=O)(=O)C2)S(=O)(=O)c2ccccc2)c1 (configuration not stated)	3	92
COCCN(Cc1ccccc1)P(=O)(O)c1ccccc1OCC(=O)O	4	75
COC(=O)c1cc(C(=O)Nc2cc(C(=O)OC)ccc2C(=O)OC)cc([N+](=O)[O-])c1	5	55
CN1CCN(C(=O)C2C3C=CC(C3)C2C(=O)O)CC1 (configuration not stated)	5	104
COc1ccc(N(CC(=O)Nc2cccc(Cl)c2)S(C)(=O)=O)c(OC)c1	-16	.
Cc1nc(N2CCOCC2)c2oc3ccccc3c2n1	3	109
CC1C(C(=O)N(C=O)c2ccccc2)C2C=CC1C21CC1 (configuration not stated)	-5	.
COCC(=O)Nc1nnc(C2CCCCC2)s1	2	73
CSc1nc2ccc(NC(=O)CSc3ccccn3)cc2s1	-5	.
N#CC1=C(N)Oc2cc3c(cc2C1c1ccc(Cl)cc1)OCO3 (configuration not stated)	5	.
Cc1ccc(Cn2c3ccccc3n3cc(-c4ccc([N+](=O)[O-])cc4)nc23)cc1	3	.
COc1cc(NC(=O)c2cc([N+](=O)[O-])ccc2N2CCCCC2)c2ncccc2c1	-7	.
Cc1ccc2nc(-c3ccc(NC(=O)c4cccnc4)cc3)sc2c1	.	153
O=C(CCC1CCCCC1)Nc1c[nH]c(=O)[nH]c1=O	.	101
Cc1cccc(C(=O)O/N=C(\N)c2cccnc2)c1	-9	.
O=C(CCn1c(=O)oc2ccccc21)N1CCN(c2ccccc2F)CC1	2	103
Cc1oc2ccc(OC(=O)c3ccc(Br)cc3)cc2c1C(=O)OC(C)C	.	98
Cc1cc(-c2ccco2)n(CC(=O)NCCN(C)C)n1	-13	102
COc1ccc(C(O)(CNCc2ccccc2)c2ccccc2)cc1 (configuration not stated)	7	.

(cont.)
Molecule	HePTP inhibitor	BAP1 inh
Cc1nc2oc3c(NCC4CCCO4)ncnc3c2c2c1COC(C)(C)C2 (configuration not stated)	-6	95
COc1cc(/C=C2/C(=O)NC(=O)N(c3ccc(Cl)cc3)C2=O)cc([N+](=O)[O-])c1O	-2	.
O=C1C2CCCCC2C(=O)N1CC(=O)N1c2ccccc2Sc2ccc(C(F)(F)F)cc21 (configuration not stated)	10	.
CCCCS(=O)(=O)N1CN(S(=O)(=O)CCCC)C2NC(=O)NC21 (configuration not stated)	1&1	96
CCOC(=O)C1CCN(C(=O)c2cc(S(=O)(=O)N3CCOCC3)c(Cl)cc2Cl)CC1	1	135
